Compound activity from PubChem BioAssay.
L3MBTL1 inh – blocks human L3MBTL1. Q9Y468. AlphaScreen L3MBTL1–H3K9me1 peptide binding. Potency, µM (doses to about 57.1 µM), without a hit: at the highest dose activity, negative = inhibition, usual class: inhibitors. 0.66% of 230,000 active. AID 485360; active = well fitted inhibition curve with a large enough effect; inconclusive = small, poorly fitted or top-dose-only effect; inactive = no such curve, though single readings can be large or run the other way; also: nearly all actives have a fitted effect of over 60% in size
Target sequence (Q9Y468 whole entry, looked up): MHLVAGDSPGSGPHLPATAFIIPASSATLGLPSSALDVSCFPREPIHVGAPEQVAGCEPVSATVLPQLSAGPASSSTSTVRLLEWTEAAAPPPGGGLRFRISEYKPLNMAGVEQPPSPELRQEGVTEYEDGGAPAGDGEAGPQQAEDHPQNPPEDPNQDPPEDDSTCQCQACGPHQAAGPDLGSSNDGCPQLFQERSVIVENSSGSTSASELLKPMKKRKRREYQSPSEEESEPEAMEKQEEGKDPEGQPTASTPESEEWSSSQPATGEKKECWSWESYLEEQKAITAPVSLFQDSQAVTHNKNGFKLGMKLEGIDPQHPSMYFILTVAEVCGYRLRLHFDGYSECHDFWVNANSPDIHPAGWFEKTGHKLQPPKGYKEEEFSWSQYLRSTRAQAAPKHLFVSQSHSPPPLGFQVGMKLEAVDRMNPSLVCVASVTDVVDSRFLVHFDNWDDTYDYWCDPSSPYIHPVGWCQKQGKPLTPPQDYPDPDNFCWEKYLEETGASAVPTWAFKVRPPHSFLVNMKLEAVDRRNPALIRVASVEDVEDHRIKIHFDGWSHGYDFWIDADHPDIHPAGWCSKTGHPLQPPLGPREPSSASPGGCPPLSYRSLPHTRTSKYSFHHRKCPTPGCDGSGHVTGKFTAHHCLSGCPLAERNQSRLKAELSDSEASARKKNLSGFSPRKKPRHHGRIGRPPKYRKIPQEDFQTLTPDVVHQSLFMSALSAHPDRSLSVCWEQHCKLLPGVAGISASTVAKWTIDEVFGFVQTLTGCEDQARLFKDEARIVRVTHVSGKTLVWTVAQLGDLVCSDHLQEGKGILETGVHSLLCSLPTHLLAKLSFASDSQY
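Displacement of a biotinylated histone H3(1-15) peptide monomethylated at Lys9 (75 nM) from L3MBTL1 (50 nM) was measured by AlphaScreen after a 30 min room-temperature compound incubation; cefsulodin titration served as intraplate control.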
Active calls of the source: *; ? = inconclusive; & = joins results of further samples; [ ] = remark or other dose. % is scaled to controls: 0 for no effect and ±100 for the full control effect; potency is read from the fitted curve at half-maximal effect.

SMILES	L3MBTL1 inh
CC(=O)NS(=O)(=O)c1ccc(NC(=O)C(C)NS(=O)(=O)/C=C/c2ccccc2)cc1 (centres undefined)	3%
COc1ccc(-c2nc(NC(=O)C3CC(=O)N(Cc4ccco4)C3)sc2C)cc1 (centres undefined)	-4%
Cc1ccc(C(=O)N2CCCC(C(F)(F)F)C2)cc1S(=O)(=O)N1CCOCC1 (centres undefined)	2%
Cc1noc(C)c1COc1ccccc1C(=O)N(C)CC(=O)Nc1ccc(F)c(F)c1F	4%
COc1cc(OC)cc(-c2cc3ccc(OC)cc3cn2)c1	14%
Cc1cc(C(=O)O)cc(S(=O)(=O)Nc2ccccc2C(=O)NC2CC2)c1C	0%
COc1cc(Cl)c(CNC[C@H]2O[C@@H](n3cnc4c(N)ncnc43)[C@H](O)[C@@H]2O)c(Cl)c1O	-6%
CCc1ccc(N2CC(C(=O)OCc3csc(CC(=O)Nc4ccccc4C)n3)CC2=O)cc1 (centres undefined)	10%
Cc1ccc(S(=O)(=O)N2CCOCC2)cc1C(=O)NCc1ccccc1CN1CCCC1	2%
CSCCC(NS(=O)(=O)c1ccccc1)C(=O)OCc1nc2ccsc2c(=O)[nH]1 (centres undefined)	5%
O=C(Nc1cccc(Cl)c1)c1nc[nH]c1C(=O)N1CCc2ccccc2C1	-8%
Cc1ccc(C(=O)Nn2cnnc2)cc1Cl	0%
Cc1ccc(NC(=O)COC(=O)c2ccc(CN3CCCC3=O)cc2)c(Cl)c1	-1%
COc1ccccc1NS(=O)(=O)c1cccc(C(=O)NCC(c2cccs2)N2CCOCC2)c1 (centres undefined)	2%
COc1ccc(-c2cn(CCc3c[nH]c4ccccc34)nn2)cc1	-8%
CCOC(=O)/C=C1\CN(C(C)c2ccccc2)S(=O)(=O)c2ccccc21 (centres undefined)	2%
CN(C(=O)c1ccco1)c1nc(-c2ccc(Cl)cc2)cs1	-3%
O=C(Cc1ccc2c(c1)OCCO2)Nc1cc(Cl)ccc1N1CCOCC1	-3%
CC(C)NC(=O)N(C)C[C@H]1Oc2ccc(NC(=O)Nc3ccccc3)cc2C(=O)N([C@H](C)CO)C[C@@H]1C	2%
COCCNC(=S)N(CCCO)Cc1cc2cc3c(cc2[nH]c1=O)OCCO3	-1%
COc1ccc(NS(=O)(=O)c2cccc(C(=O)NCc3ccccn3)c2)cc1	0%
CC1CCCCC12NC(=O)N(CC(=O)N1CCc3ccccc3C1)C2=O (centres undefined)	3%
CCN(CC)S(=O)(=O)c1ccc(NC(=O)c2ccc(N3CCCC3=O)cc2)cc1	-3%
COCCN(Cc1ccccc1)C(=O)c1cccc(S(=O)(=O)N2CCN(c3ccc(F)cc3)CC2)c1	-14%
O=C(CN1C(=O)C2CCCCC2C1=O)Nc1ccccc1N1CCCC1 (centres undefined)	-6%

Exported field by field: part of the list above.
Structure: Cc1noc(C)c1COc1ccccc1C(=O)N(C)CC(=O)Nc1ccc(F)c(F)c1F
  L3MBTL1 inh = 4%

Structure: Cc1ccc(C(=O)Nn2cnnc2)cc1Cl
  L3MBTL1 inh = 0%

Part of the list above, with bars between the fields:
canonical_smiles | L3MBTL1 inh
CC(C)NC(=O)N(C)C[C@H]1Oc2ccc(NC(=O)Nc3ccccc3)cc2C(=O)N([C@H](C)CO)C[C@@H]1C | 2%
COCCNC(=S)N(CCCO)Cc1cc2cc3c(cc2[nH]c1=O)OCCO3 | -1%

Later entries
SMILES	L3MBTL1 inh
Cc1ccc(Cl)c(NC(=O)COC(=O)c2cc[n+]([O-])cc2)c1Cl	2%
C[C@]12c3[nH]c4ccccc4c3CCN1C(=O)C(CC(=O)NCc1ccco1)C[C@@H]2C(=O)N1CCOCC1 (some centres undefined)	4%
O=C(C[C@H]1C/C=C\CCC(=O)O[C@@H](c2ccccc2)CNC1=O)NCCO	0%
CCCC(=O)N1CC(=O)Nc2ccc(C)cc2C1c1ccc(F)cc1 (centres undefined)	-1%
Oc1ccc(-c2csc(Nc3ccccn3)n2)cc1O	?
Cc1cc(Nc2cccc(C(=O)O)c2)n2ncnc2n1	8%
O=C(NCCOc1ccccc1)c1cccc2c1C(=O)c1ccc(Cl)cc1S2(=O)=O	-10%
Oc1cc(Nc2ccccc2)cc2cccnc12	-10%&0%
CCOC(=O)C1=CN(Cc2ccco2)S(=O)(=O)N(C)C1c1ccc(C(F)(F)F)cc1 (centres undefined)	5%
Cc1cc2c(cc1S(=O)(=O)N(C)Cc1ccccc1)OCC(=O)N2	0%
COc1ccc(NC(=O)COc2ccc3c(c2)CCC3)cc1S(N)(=O)=O	-4%
CCC(CO)N=CC1=C(O)CC(c2ccccc2)CC1=O (centres undefined)	-7%
Cc1ccc([C@@H]2CC=C(C(=O)O)CN2S(=O)(=O)c2ccccc2C)cc1	6%
Cc1ccccc1C(=O)Oc1cccc2c(O)cccc12	-1%
CN(C)C(CNC(=O)c1ccc(S(=O)(=O)Nc2ccccc2F)cc1)c1ccco1 (centres undefined)	0%
CC(OC(=O)CCOc1ccccc1)C(=O)NC1CC1 (centres undefined)	6%
COc1ccc(C(=O)NNC(=O)COC(=O)c2sccc2C)cc1	-8%
CCN(C[C@H]1N[C@@](Cc2ccccc2)(C(=O)OC)[C@H]2C(=O)N(Cc3ccccc3)C(=O)[C@@H]12)C(=O)NC(C)C	6%
COc1cccc(NC(=O)Nc2ccc3nc(C)c(C)nc3c2)c1	8%
CCCNC(=O)CS(=O)(=O)c1ccccc1	0%
Cc1ccc(S(=O)(=O)N(C)C)cc1NC(=O)COC(=O)c1ccc2c(=O)n3c(nc2c1)CCC3	1%
Cc1cc(C(=O)COC(=O)c2cccc(NS(C)(=O)=O)c2)c(C)n1CC1CCCO1 (centres undefined)	-6%
CC(=O)NC12CC3CC(C1)CC(C(=O)N(C)CC(=O)Nc1ccccc1Cl)(C3)C2	1%
O=[N+]([O-])c1ccccc1CNCCCCO	-4%
Cc1nc2sccn2c(=O)c1S(=O)(=O)N1CCN(c2cccc(Cl)c2)CC1	3%
(list continues)
SMILES	L3MBTL1 inh
C[C@H](NC(=O)c1nc[nH]c1C(=O)N1CCNCC1)C(=O)OC(C)(C)C	-3%
OCCc1ccc(O)cc1	12%
COc1ccccc1S(=O)(=O)NCc1ccc(C(=O)N(C)Cc2ccc(F)cc2)cc1	-2%
Cc1ccc(CN(C)C(=O)C2CCN(C(=O)Nc3ccccc3)CC2)o1	4%
CCCCn1c(N)c(N(CC(C)C)C(=O)c2ccc(C)c(S(=O)(=O)N3CCCCC3)c2)c(=O)[nH]c1=O	8%
CC1(C)CC(=O)c2c(O)cc(OCC(=O)N3CCN(c4ccccc4)CC3)cc2O1	-3%
Cc1ccccc1C(=O)NNC(=O)c1cccn1C	-8%
Nc1ccc(-c2nnn(Cc3ccccc3F)n2)cc1	0%
CCCN(CC(=O)Nc1ccccc1C)C(=O)C1CCCN(C(=O)c2ccc(Cl)cc2)C1 (centres undefined)	8%
O=C(Nc1ncccc1O)c1cccc(S(=O)(=O)NCc2ccccc2)c1	-15%
CCN(C[C@H]1N[C@@](C)(C(=O)OC)[C@H]2C(=O)N(C)C(=O)[C@@H]12)C(=O)c1ccc(C(C)(C)C)cc1	6%
CC1CCCC(C)N1C(=O)CSc1nccc(=O)[nH]1 (centres undefined)	-2%
CC(C)(C)OC(=O)C[C@@H]1C/C=C\C[C@@H](CC(=O)NCCO)C(=O)NC[C@@H](c2ccccc2)OC1=O	2%
CCOC(=O)c1ccc(S(=O)(=O)N2CCN(C/C=C/c3ccccc3)CC2)cc1	-3%
CN(C)c1ccc(CNC(=O)c2cc(S(=O)(=O)N3CCCC3)cn2C)cc1	-4%
Cc1ccc(CNC(=O)C2CCN(c3nnc(N4CCCC4=O)s3)CC2)cc1	4%
Cc1ccc(S(=O)(=O)N2CCN(c3ncnc4sccc34)CC2)cc1C	-8%
COc1ccccc1N1CCN(C(=O)C2=CC=CN3CCS(=O)(=O)N=C23)CC1	-8%
O=C(NC1CCCCCC1)c1c(O)nc2sccn2c1=O	3%
CCOc1cccc(CN2CCCC(C(=O)c3cc(Cl)ccc3OC)C2)c1O (centres undefined)	-1%
Cc1ccccc1OCC(=O)Nc1cc(S(=O)(=O)N2CCOCC2)ccc1N1CCCC1	-1%
Cc1onc(-c2c(F)cccc2Cl)c1C(=O)OCC(=O)N1C(C)CCCC1C (centres undefined)	2%
CNC[C@H]1Oc2c(NC(=O)C3CCCCC3)cccc2C(=O)N([C@H](C)CO)C[C@@H]1C	3%
Cn1cccc1C(=O)OCC(=O)NCCc1ccc(S(N)(=O)=O)cc1	3%
COc1ccc2sc(-c3ccc(N(C)C)cc3)c(-c3cnc(OC)nc3)c2c1	1%
(further entries)
SMILES	L3MBTL1 inh
Cc1ccc(C(=O)NNC(=O)C(C)Oc2ccc3ccccc3c2)o1 (centres undefined)	-4%
COc1ccc(Cl)cc1S(=O)(=O)NCc1nc2nc(C)cc(C)n2n1	-16%
CC[C@]12c3[nH]c4cc(CCC(=O)N(C)C)ccc4c3CCN1C(=O)[C@@H](CC(=O)NCCCN(C)C)C[C@@H]2C(=O)N1CCN(C(=O)c2ccco2)CC1	11%
Cn1c(=O)cc(Nc2ccccc2)[nH]c1=O	-8%
COC(=O)[C@@]12CCCN1[C@H](c1ccc(-c3ccc(Cl)c(Cl)c3)c(OC)c1)[C@H]1C(=O)N(C)C(=O)[C@H]12	-12%
COc1ccc(NC(=O)COC(=O)CCC2CCCCC2)cc1	5%
O=C(Cc1ccc(F)cc1)OCC(=O)N1CCN(S(=O)(=O)c2ccc(Cl)cc2)CC1	3%
Cc1ccc(S(=O)(=O)N2CCC(C(=O)OCC(=O)N3CCCCC3C)CC2)cc1C (centres undefined)	6%
Cc1ccc(-c2nnn(CC(=O)NC(=O)NC3CCCCC3)n2)cc1	2%
COc1ccc(NC(=O)COc2cc(O)c3c(c2)OC(C)(C)CC3=O)cc1	-5%
CN(CCO)C(=O)c1c(NC(=O)c2ccccc2)sc2c1CCCC2	-2%
CCOc1ccc(CCNC(=O)C2CC(=O)N(c3ccccc3OCC)C2)cc1OCC (centres undefined)	-7%
S=C(Nc1ccccc1)N1CCc2ccccc21	1%[2.29 µM]
O=C(CN(Cc1ccco1)Cc1ccco1)Nc1cc(S(=O)(=O)N2CCCCC2)ccc1Cl	-9%
O=C(Nc1ccc2c(c1)OCO2)[C@@H]1CCCN1S(=O)(=O)c1cccc2cccnc12	-7%
Cc1ccccc1-n1ncc2c1CC(C)(C)CC2NC(=O)CCC(F)(F)F (centres undefined)	6%
CCOC(=O)c1nn(-c2ccc(Cl)cc2C)ccc1=O	-6%
O=C(CCC1CCN(Cc2ccc(C#CCCO)cc2)CC1)NC1CC1	6%
Fc1ccc(-c2ccc(CNCc3ccccn3)o2)cc1Cl	-19%
CN(C)CCCNc1nc(-c2ccc(Cl)cc2)nc2ccccc12	-7%
Cc1ccc(S(=O)(=O)N2CCN(C(=O)CCOc3ccccc3C)CC2)cc1C	-4%
COc1ccc(NC(=O)COC(=O)CNS(=O)(=O)/C=C/c2ccccc2)cc1OC	8%
CCOc1cc(N2CCOCC2)c(OCC)cc1NC(=O)c1c(-c2ccccc2)noc1C	-21%
CN(C(=O)COC(=O)C1COc2ccccc2O1)C1(C#N)CCCCC1 (centres undefined)	-2%
O=C(CN1C(=O)NC(Cc2c[nH]c3ccccc23)C1=O)Nc1ccc(F)cc1F (centres undefined)	-10%
Other records:
SMILES	L3MBTL1 inh
CCC(C)N(C(=O)CSc1nnc(COc2ccccc2F)n1N)C1CCS(=O)(=O)C1 (centres undefined)	12%
COC(=O)COc1c(/C=C\c2nc(O)c([N+](=O)[O-])c(=O)[nH]2)cccc1OC	0%
CC(C)c1nc(C(N)=O)c2[nH]c(=O)n(-c3ccc(F)cc3)c2n1	5%
CCC(Cc1ccccc1)NC(=O)c1ccc2nc(N3CCOCC3)sc2c1 (centres undefined)	3%
CCc1noc(C)c1C(=O)Oc1ccc(N(C)S(=O)(=O)c2ccccc2)cc1	4%
COc1cc(C(=O)NC(=S)N(CCC#N)Cc2cccnc2)cc(OC)c1OC	2%
O=C(CNC(=O)c1cc(Cl)cc([N+](=O)[O-])c1)OCC(=O)N1CCCCC1	-7%
COc1ccc([C@@H]2CC=C(C(=O)O)[C@H](c3ccccc3F)N2S(=O)(=O)c2ccc(C)cc2)cc1OC	7%
COc1ccc(N2CCN(C(=O)COC(=O)Cc3ccc(F)cc3)CC2)cc1	-1%
O=c1[nH]cc(S(=O)(=O)N2CCN(c3cccc(C(F)(F)F)c3)CC2)c(=O)[nH]1	-3%
O=C(CNS(=O)(=O)c1ccccc1F)OCC(=O)c1c[nH]c2ccccc12	0%
O=C(CC(c1ccccc1)c1ccccc1O)N1CCCCC1 (centres undefined)	3%
O=C(CN1C(=O)C(=O)N(Cc2ccccc2)C1=O)Nc1ccc(OC(F)F)cc1	1%
CCn1c(C)nnc1SCC(=O)Nc1cccc(Cl)c1	1%
N#Cc1cc([N+](=O)[O-])ccc1NC(=O)COC(=O)C1CCC(=O)N1 (centres undefined)	-8%

Part of the list above, with each value named:
CCC(Cc1ccccc1)NC(=O)c1ccc2nc(N3CCOCC3)sc2c1 (centres undefined)
- L3MBTL1 inh: 3%

COc1ccc(N2CCN(C(=O)COC(=O)Cc3ccc(F)cc3)CC2)cc1
- L3MBTL1 inh: -1%

Structural class: those above with a CF3 group (4)
SMILES	L3MBTL1 inh
Cc1ccc(C(=O)N2CCCC(C(F)(F)F)C2)cc1S(=O)(=O)N1CCOCC1 (centres undefined)	2%
CCOC(=O)C1=CN(Cc2ccco2)S(=O)(=O)N(C)C1c1ccc(C(F)(F)F)cc1 (centres undefined)	5%
Cc1ccccc1-n1ncc2c1CC(C)(C)CC2NC(=O)CCC(F)(F)F (centres undefined)	6%
O=c1[nH]cc(S(=O)(=O)N2CCN(c3cccc(C(F)(F)F)c3)CC2)c(=O)[nH]1	-3%

Not all compounds are listed (hit frequency here may not be typical).
